# High-throughput results deposited in PubChem by several laboratories.
# S1P4 antag = antagonists of human S1P4 receptor; O95977; S1P4-expressing cells, antagonist mode, reporter read-out; inhibition, % at 4.98 µM; 0.26% of 220,000 active; AID 1510; in the data active = inhibition above about 29%;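 note: 0% = wells stimulated with agonist and 100% = vehicle wells without agonist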
# Target sequence (O95977 whole entry, looked up): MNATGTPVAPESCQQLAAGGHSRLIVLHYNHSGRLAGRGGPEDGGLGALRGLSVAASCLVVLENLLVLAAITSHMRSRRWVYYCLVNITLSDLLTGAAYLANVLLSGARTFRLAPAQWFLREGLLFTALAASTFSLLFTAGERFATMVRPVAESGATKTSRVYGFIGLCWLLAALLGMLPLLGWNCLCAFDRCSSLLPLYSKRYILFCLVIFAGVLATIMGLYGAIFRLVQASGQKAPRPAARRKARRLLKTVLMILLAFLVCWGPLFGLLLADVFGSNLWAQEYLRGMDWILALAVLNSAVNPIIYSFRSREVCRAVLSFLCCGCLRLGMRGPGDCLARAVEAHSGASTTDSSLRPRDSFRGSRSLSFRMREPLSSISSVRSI
# NPY Y1 blocker = NPY-Y1 (human) receptor antagonism | P25929 | HEK293-CNG Y1 cells, membrane potential fluorescence; NPY at EC95, then isoproterenol | inhibition, % at 3.6 µM | 1% of 200,000 active;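 active = inhibition above the campaign mean inhibition of all tested compounds plus 3 SD, cut at about 20% in these data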;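 note: 0% = DMSO wells given NPY plus isoproterenol and 100% = isoproterenol alone without NPY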
#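 Material: HEK293 cells with Y1 receptor plus CNG channel; times: compound incubation 1 h at room temperature, readout 45 min post-stimulation; signal: fluorescence, membrane potential probe; read-out basis: fluorescence ratio normalized to % inhibition between controls; benchmarks: full-block control isoproterenol-only wells, zero-block control NPY plus isoproterenol wells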
# RBBP9 inhibitor = human RBBP9 hydrolase inhibition | AID 1515 | inhibition, % at 7.94 µM | recombinant RBBP9, FP-Rh probe fluorescence polarization | 0.2% of 220,000 active | O75884;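 active = inhibition above the campaign mean of all tested compounds plus 3 SD, cut at about 14% in these data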;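 note: plate controls were DMSO wells with RBBP9 for no effect and wells lacking RBBP9 protein for full effect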
# Target sequence (O75884 whole entry, looked up): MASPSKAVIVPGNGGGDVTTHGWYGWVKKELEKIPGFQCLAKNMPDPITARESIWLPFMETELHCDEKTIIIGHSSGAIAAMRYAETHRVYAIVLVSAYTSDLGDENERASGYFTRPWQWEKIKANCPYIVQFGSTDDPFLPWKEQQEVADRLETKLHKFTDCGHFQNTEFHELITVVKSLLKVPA
#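 Measured by: FP readout at 525/598 nm; material: recombinant human RBBP9; also added: Serine-hydrolase probe FP-Rh, 375 nM pre-mixing; medium: Tris buffer pH 8.0, NaCl, Pluronic; replication: one well per compound; doses: one concentration, 7.94 µM nominal, 0.794% DMSO; timing: preincubation 30 min plus labeling 45 min at 25 °C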
# NPY1 pot ag = human NPY-Y1 potentiation or agonism, primary screen | P25929 | NPY-Y1 expressing cells, potentiator/agonist activation | activation, % at 3.6 µM | 0.37% of 220,000 active | AID 1304; in the data active = activation above about 33%, passing the limit was not always enough;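 note: cells stimulated with NPY at EC10 then isoproterenol at EC100; 0% = low agonist plus stimulus and 100% = saturating agonist plus stimulus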
# NPY2 pot ag = human NPY-Y2 potentiation or agonism, primary screen. P49146. cells expressing NPY-Y2, potentiator/agonist read-out. activation, % at 3.6 µM. 0.45% of 220,000 active. AID 1359; in the data active = activation above about 27%;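 note: cells stimulated with NPY near EC25 plus isoproterenol at EC100; 0% = vehicle plus submaximal agonist and 100% = vehicle plus saturating agonist; some results beyond the cut were filed as inactive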
# Target sequence (P49146 whole entry, looked up): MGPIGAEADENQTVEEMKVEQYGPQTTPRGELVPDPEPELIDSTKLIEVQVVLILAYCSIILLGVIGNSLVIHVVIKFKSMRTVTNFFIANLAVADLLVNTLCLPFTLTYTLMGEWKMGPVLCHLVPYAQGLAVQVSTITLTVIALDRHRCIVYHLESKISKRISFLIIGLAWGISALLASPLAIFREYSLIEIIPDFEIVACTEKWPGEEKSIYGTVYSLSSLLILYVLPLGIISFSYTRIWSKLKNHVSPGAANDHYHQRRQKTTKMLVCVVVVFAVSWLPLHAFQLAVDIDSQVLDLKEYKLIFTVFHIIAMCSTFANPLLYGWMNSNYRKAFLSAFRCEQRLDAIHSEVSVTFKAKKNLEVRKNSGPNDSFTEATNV
# Ba/F3 V617F tox = reduce viability of Ba/F3 cells dependent on JAK2V617F; Ba/F3 EpoR-JAK2V617F viability, ATP luminescence; inhibition, % at 5.6 µM; 1.1% of 220,000 active; AID 1446;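 active = inhibition above the campaign mean plus 3 SD over all tested compounds, cut at about 24% in these data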;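 note: cytokine-independent growth of Ba/F3 cells driven by EpoR plus mutant JAK2; 0% = DMSO-treated cells and 100% = JAK inhibitor I control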
# S1P4 agonist = human S1P4 receptor agonism; S1P4-expressing cell line, agonist reporter assay; activation, % at 4.98 µM; 0.35% of 220,000 active; AID 1509; in the data active = activation above about 11%;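 note: 0% = DMSO vehicle and 100% = reference agonist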
# Runt-CBFb FRET = Runt domain-CBFb interaction inhibition; Cerulean-Runt/Venus-CBFb FRET ratio 530/480, 1 h; Q01196+Q13951; inhibition, % at 20 µM; 0.46% of 220,000 active;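 active = inhibition over about 50% at 20 µM in the single-dose screen, limit read from the data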;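 note: 0% = DMSO wells and 100% = excess unlabeled CBFb competitor control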
#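 Schedule: protein complex preformed 1 h, compound exposure 1 h, room temperature, dark; test system: Cerulean-labeled Runt domain protein; amount: 100 nM per protein; buffer or medium: Tris 50 mM pH 7.5, KCl, K2SO4, 0.01% BSA; read-out: loss of energy transfer signal; detection: FRET fluorescence; controls: 5 µM unlabeled CBFb as full-inhibition high control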
# BaF3 parental = reduces parental Ba/F3 cell viability, JAK2V617F counter-screen | inhibition, % at 5.6 µM | 1.1% of 220,000 active | CellTiter-Glo ATP luminescence;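 active = inhibition above a per-campaign cutoff, the mean inhibition of all tested compounds plus 3 SD, cut at about 27% in these data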;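 note: 0% = DMSO wells and 100% = JAK Inhibitor I control wells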
# Active calls of the source: *; · = not tested or not shown.
SMILES,S1P4 antag,NPY Y1 blocker,RBBP9 inhibitor,NPY1 pot ag,NPY2 pot ag,Ba/F3 V617F tox,S1P4 agonist,Runt-CBFb FRET,BaF3 parental
COc1ccc(N2CCN(C(=O)CN3C(=O)C4CC=CCC4C3=O)CC2)cc1 (configuration not stated),-8,-4,-2,-18,-5,-2,-1.4,1,-2
Cc1csc(SC(C)C(=O)Nc2ccc(S(=O)(=O)N3CCCC3)cc2)n1 (configuration not stated),1,-6,6,-5,-9,2,0.2,-2,4
CCOc1ccccc1OCCCC(=O)Nc1ccc(OC)nc1,-35,-1,-2,8,-1,0,0.9,-4,6
COc1cc(C(=S)N2CCOCC2)cc(OC)c1OC(=O)c1cc([N+](=O)[O-])cc([N+](=O)[O-])c1,-15,-1,4,-1,8,-6,1.6,-3,1
CC1(C)CC(NCc2ccc3c(c2)OCO3)CCO1 (configuration not stated),-1,0,-7,14,-30,1,-0.8,-4,6
COc1ccc(C=NC(CO)C(O)c2ccc([N+](=O)[O-])cc2)cc1 (configuration not stated),-17,3,6,4,-8,-3,-1.9,-2,0
Cc1c(NS(=O)(=O)c2ccc3c(c2)Cc2ccccc2-3)c(=O)n(-c2ccccc2)n1C,-11,14,-4,-21,-27,-4,1.1,-1,0
O=C(N/N=C/c1ccc(OCC(=O)N2CCCCC2)cc1)c1ccccc1,8,1,-8,-21,6,5,-1.3,0,1
C[C@@H]1C=C(C(=O)N2CCN(Cc3ccc4c(c3)OCO4)CC2)O[C@H](OCCCCO)C1,-11,-1,1,-10,-6,8,3.0,1,2
CCN1CCN(c2ccc(NC(=O)c3cnccn3)cc2)CC1,-13,0,-5,9,7,-3,0.0,1,5
CCNC(=S)N(CCc1c(C)[nH]c2ccccc12)Cc1cc(OC)c(OC)c(OC)c1,-12,0,-3,-10,-2,-1,-1.2,0,3
Cc1ccc(S(=O)(=O)N2CCCOC2CNC(=O)C(=O)NCc2ccco2)cc1 (configuration not stated),-4,2,-3,-8,5,3,0.4,-1,7
CN(C)/C=N/C1=C(C#N)C(c2cccs2)c2ccc3ccccc3c2O1 (configuration not stated),-5,3,-5,-14,-29,3,-1.7,-9,12
Cc1oc(C(=O)Nc2ccc(C(=O)O)cc2)cc1COc1ccccc1,-6,-4,4,16,-8,-4,0.1,2,-5
COCCCn1c(SCC(=O)n2c(C)c(C)c3ccccc32)nnc1-c1ccoc1C,3,7,0,-10,-9,0,0.6,3,2
CNC(=O)/C=C/c1cccc(C(F)(F)F)c1,-10,4,-5,1,10,-1,0.2,2,4
O=C(Nc1ccc(Cl)c([N+](=O)[O-])c1)c1ccc2c(c1)OCCO2,20,6,-8,6,5,-6,0.3,0,0
Cc1[nH]c2ccccc2c1/C=N/NC(=O)CNC(=O)c1ccc2c(c1)OCO2,-8,-7,1,-29,-14,5,1.2,0,14
O=[N+]([O-])c1ccc(SCCc2ccccn2)cc1,-3,·,-7,-3,-9,-1,2.2,7,0
Cc1cc(-c2n[nH]c(=S)n2-c2ccccc2)nn1C,-1,2,-8,9,10,2,-0.7,12,12
O=C(N/N=C/C1CC=CCC1)c1cc(-c2cccnc2)nc2ccccc12 (configuration not stated),-3,-2,1,2,2,0,2.1,-1,8
CC(CCc1ccccc1)NC(=O)COC(=O)c1cccs1 (configuration not stated),5,6,-11,-10,4,1,-1.8,0,3
O=C(NCc1ccccc1)C(c1ccccc1)N(Cc1cccs1)C(=O)c1cnccn1 (configuration not stated),-9,6,-8,9,-3,-2,0.8,2,-1
O=C1c2ccccc2C(Nc2ccc(Cl)cn2)N1c1ccccn1 (configuration not stated),-19,7,2,-26,-21,1,1.5,29,7
OCCN(CC#CCC(O)(c1ccccc1)C1CCCC1)CCO (configuration not stated),-6,·,-5,2,-5,-3,0.7,0,-1
O=C(CN1CCNC(=O)C1)NCCc1ccc(Cl)cc1Cl,-2,-5,3,-1,-7,-1,2.0,0,7
O=C(CNC(=O)c1ccc(F)cc1)N/N=C/c1cc(Br)ccc1OC(=O)/C=C/c1ccco1,-16,·,-3,-2,6,-3,0.3,10,-1
COc1cc2nc(Cl)nc(NCCO)c2cc1OC,2,·,-7,-13,-13,4,-1.8,0,-3
O=C(O)C(=O)Cc1c[nH]c2ccccc12,-11,-2,-2,0,13,1,-4.2,4,5
CO/N=C(\Cn1ncc(N2CCCC2)c(Br)c1=O)c1ccc(Cl)cc1,4,9,-4,1,-5,2,-0.2,0,5
Cc1cc(C)c(NC(=O)CS(=O)CC(=O)NCC2CCCO2)c(C)c1 (configuration not stated),3,3,0,-15,12,-2,-0.6,0,4
CC(C)CCN1CCN(CC#Cc2ccccc2)CC1CCO (configuration not stated),-3,9,7,-14,-8,1,-2.0,1,8
COc1ccccc1Nc1nc(N)nc(CN2CCC(Cc3ccccc3)CC2)n1,-14,25*,-8,-23,-21,-3,1.7,-2,3
Cc1cccc(NC2=NC3(CCCCC3)N=C(N)N2)c1C,-9,0,-9,11,-7,-2,1.4,-2,6
COc1ccccc1NC(=O)N(Cc1ccco1)Cc1cc2cccc(C)c2[nH]c1=O,-13,-1,0,-11,-7,-2,-1.0,1,9
O=C(Nc1cccc(C(=O)O)c1)/C(=C\c1ccccc1)NC(=O)c1cccc2ccccc12,0,5,-1,-10,-8,1,1.1,1,3
Cc1ccc(C(=O)OCC(=O)NCc2ccco2)s1,9,12,-3,-6,-6,-1,0.4,0,8
Cc1ccc(NC(=O)c2ccc(NCCN)c([N+](=O)[O-])c2)cc1Cl,-12,-11,-4,32,13,0,0.3,-1,2
Cc1cc(C)c2c(c1)cc(C)c1nnc(SCC(=O)N3CCCc4ccccc43)n12,-23,-1,-2,22,1,-5,0.3,-5,0
O=C(COc1ccccc1Cl)N1CCN(c2ccc(F)cc2)CC1,11,2,-2,-35,0,0,-0.8,-1,93*
Cc1nc(-c2cc(-c3nc(-c4cc(C(F)(F)F)cc(C(F)(F)F)c4)no3)no2)cs1,9,·,-4,-16,-1,-5,0.0,-6,-1
CCC(C)NCC(=O)Nc1ccc(-c2nc3cc(NC(=O)CNC(C)CC)ccc3o2)cc1 (configuration not stated),0,6,-8,-23,-22,3,0.7,-2,-1
COc1ccc(CNC(=O)C2COc3ccccc3O2)c(OC)c1 (configuration not stated),-3,8,-3,-1,7,0,-0.9,0,5
Cc1ccc2c(c1)C1(SCCS1)C(=O)N2,2,1,-9,-1,-2,-2,-0.6,-2,-2
CC(=O)Nc1ccc(S(=O)(=O)Nc2nc3ccccc3nc2Nc2cccc(O)c2)cc1,-21,·,-6,10,-7,1,1.1,1,-1
Cc1ncc([N+](=O)[O-])n1Cc1ccc(Cl)cc1,-15,6,-10,16,-3,-2,0.3,·,7
CC(=O)c1ccc(NC(=O)CSc2nccn2C)cc1,15,·,-1,1,-2,1,-1.7,0,-7
CSc1nc2ccc(NS(=O)(=O)c3ccc(Br)s3)cc2s1,-1,·,-2,-33,-31,1,2.5,-1,-5
CCOC(=O)CNC(=O)c1ccc2[nH]c3ccccc3c2c1,-3,8,-11,-10,-6,0,-1.1,-2,3
Cc1ccc(Sc2ccc(NC(=O)CCl)cc2)cc1C,5,7,-11,13,0,9,-1.2,-2,12

# (continued)
SMILES,S1P4 antag,NPY Y1 blocker,RBBP9 inhibitor,NPY1 pot ag,NPY2 pot ag,Ba/F3 V617F tox,S1P4 agonist,Runt-CBFb FRET,BaF3 parental
CC(=O)Nc1cccc(-c2nc3ccccc3s2)c1C,-2,3,9,-1,-6,0,1.7,-3,4
CCOC(=O)c1c(NC(=O)CSc2nc3cc(Cl)ccc3c(=O)n2Cc2ccco2)sc(C(=O)N(C)C)c1C,5,2,-11,-3,6,2,-0.6,-5,7
CC(C)(CNC(=O)c1cc(=O)[nH]c2ccccc12)N1CCOCC1,-16,-6,2,9,11,-3,1.2,2,0
CC1(C)CC(=O)C(C=NCCN2CCN(C(=S)Nc3cccc(Cl)c3)CC2)=C(O)C1,-4,-3,1,-15,5,5,-2.0,0,14
Cc1cc(C)c2c3c(sc2n1)C(=O)N(C)CC(=O)N3,-1,-1,-9,18,10,0,2.3,0,4
CCCOC(=O)c1ccc(NS(=O)(=O)c2cccs2)cc1,-12,6,-6,-26,-3,0,1.8,0,5
COc1ccccc1NC(=O)N1CCC(c2nnc(SCC(N)=O)n2C)CC1,-5,7,6,20,4,-2,1.0,0,-3
Cc1cccc(N(CC(=O)N2CCCC2)S(=O)(=O)c2ccccc2)c1,1,1,3,2,-5,-2,-1.7,-2,0
O=[N+]([O-])c1ccc(Cl)c2c1C1C=CCC1C(c1ccccn1)N2 (configuration not stated),-3,-1,1,15,8,-2,-1.3,-3,-1
CN1CCc2nc3sc(C(=O)C45CC6CC(CC(C6)C4)C5)c(N)c3cc2C1,-14,3,-5,15,22,-7,1.0,11,3

# Fetched one by one from above (four):
SMILES,S1P4 antag,NPY Y1 blocker,RBBP9 inhibitor,NPY1 pot ag,NPY2 pot ag,Ba/F3 V617F tox,S1P4 agonist,Runt-CBFb FRET,BaF3 parental
CCCOC(=O)c1ccc(NS(=O)(=O)c2cccs2)cc1,-12,6,-6,-26,-3,0,1.8,0,5
Cc1cccc(N(CC(=O)N2CCCC2)S(=O)(=O)c2ccccc2)c1,1,1,3,2,-5,-2,-1.7,-2,0
O=[N+]([O-])c1ccc(Cl)c2c1C1C=CCC1C(c1ccccn1)N2 (configuration not stated),-3,-1,1,15,8,-2,-1.3,-3,-1
CCOC(=O)c1c(NC(=O)CSc2nc3cc(Cl)ccc3c(=O)n2Cc2ccco2)sc(C(=O)N(C)C)c1C,5,2,-11,-3,6,2,-0.6,-5,7

# More entries follow:
SMILES,S1P4 antag,NPY Y1 blocker,RBBP9 inhibitor,NPY1 pot ag,NPY2 pot ag,Ba/F3 V617F tox,S1P4 agonist,Runt-CBFb FRET,BaF3 parental
CC(C)(C)Cn1c(=O)[nH]c(=O)c2cc([N+](=O)[O-])cnc21,3,6,0,-2,-15,5,-0.1,0,4
Cc1[nH]c2ccccc2c1C(=O)/C=C\c1ccccc1Cl,-30,0,-5,2,-6,-3,1.1,0,5
CC12CC(NC(=O)N1c1cccc(C(=O)N3CCN(c4ccccn4)CC3)c1)c1ccccc1O2 (configuration not stated),2,-1,-6,0,0,-2,-0.4,1,2
Fc1ccc(C2=Nn3c(Cc4ccccc4)nnc3SC2)cc1,7,8,-2,0,-5,1,0.4,-4,4
CC(C)N1CCc2c(sc(NC(=O)CCc3ccccc3)c2C(N)=O)C1,-6,6,-2,8,-4,2,0.0,78*,8
CC(=O)NC(Cc1ccc(F)cc1)C(=O)O (configuration not stated),-4,-2,0,0,-9,1,-3.1,0,0
CCCc1nc2sc(C(=O)OCC)c(N)c2c2c1COC(C)(C)C2,-12,-1,-3,-15,-7,-3,-0.1,1,5
S=C1NCN(Cc2ccccc2)CN1,-2,·,-8,6,-10,4,-0.9,-2,1
N#Cc1ccccc1Cn1cc(C#N)c2ccccc21,-20,-6,0,-6,-13,3,-0.7,0,7

# The order is random (roughly 3.6% active in at least one column).
